PI4K2A inh: blocks human PI4K2A kinase activity; Q9BTU6; purified PI4K2A, ADP-Glo luminescence, 1 h; active compounds read low; activity change, negative = inhibition, % at 76.9 µM; hit rate 0.13% among 420,000; in the data active means activity change below about -50%; inconclusive means mostly about -30% to -49%;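 further: -100% = wells without enzyme as full effect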
Target sequence (Q9BTU6 whole entry, looked up): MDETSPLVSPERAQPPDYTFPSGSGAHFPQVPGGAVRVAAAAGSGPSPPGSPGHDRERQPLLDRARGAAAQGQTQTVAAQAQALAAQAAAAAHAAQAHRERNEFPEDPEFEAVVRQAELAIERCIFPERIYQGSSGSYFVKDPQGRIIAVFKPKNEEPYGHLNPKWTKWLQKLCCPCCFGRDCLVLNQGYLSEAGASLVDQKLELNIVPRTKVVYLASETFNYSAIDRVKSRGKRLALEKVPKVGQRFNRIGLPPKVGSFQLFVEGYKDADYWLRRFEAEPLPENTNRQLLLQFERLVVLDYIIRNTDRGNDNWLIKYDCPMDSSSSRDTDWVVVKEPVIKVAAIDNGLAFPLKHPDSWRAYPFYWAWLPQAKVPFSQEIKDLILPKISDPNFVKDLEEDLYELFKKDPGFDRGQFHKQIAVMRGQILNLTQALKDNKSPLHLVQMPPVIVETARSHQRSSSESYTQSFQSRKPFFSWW
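Compounds are screened against recombinant PI4K2A using PI as substrate and ATP, the latter dispensed at 300 microM. Reactions run one hour at ambient temperature before ADP-Glo detection; full inhibition defined by wells lacking enzyme.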
TrxR1 substrate: is turned over as a substrate by rat TrxR1. hit rate 0.01% among 390,000. Potency, µM (highest dose often 114 µM), for inactives: at the top dose activity change, negative = substrate turnover. purified TrxR1 substrate turnover, NADPH consumption readout. O89049; further: potency means the concentration at half of the fitted maximal effect; on the % scale 0 is the no-effect control and ±100 the full control effect; nearly all actives have a fitted effect of over 50% in size
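Rat TrxR1, dispensed at 90 nM, was prereduced with 400 uM NADPH (final) for 5 min at ~22 deg C, then incubated with compound 15 min before 400 uM selenite. A first-read NADPH fluorescence drop versus no-compound background flagged substrates.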
Tb PGK inh: inhibitors of T. brucei phosphoglycerate kinase; P07378; PGK/GAPDH coupled, Kinase-Glo luminescence, 60 min; Potency, µM (doses to about 57.5 µM), without a hit: at the top dose activity change, negative = inhibition, actives largely listed as inhibitors; hit rate 0.043% among 380,000; further: potency means the concentration at half of the fitted maximal effect; on the % scale 0 is the no-effect control and ±100 the full control effect; nearly all actives have a fitted effect of over 60% in size
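Recombinant glycosomal PGK reaction used 1,3-bisphosphoglycerate generated in-well by GAPDH (100nM final) in 100mM TEA pH 7.6, 5mM MgCl2, 0.01% Tween-20. After 60 minutes at room temperature, ATP was read by Kinase-Glo Plus luminescence end-point.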
HP1b chromo inh: blocks HP1-beta chromodomain binding to methylated histone tails. AlphaScreen HP1-beta / biotin-H3K9me3 peptide binding. AID 540317. hit rate 0.56% among 390,000. P83916. Potency, µM (doses to about 114 µM), for the others: top-dose activity change, negative = inhibition, hits mostly inhibitors; further: potency means the concentration at half of the fitted maximal effect; nearly all actives have a fitted effect of over 70% in size; inactives centre near 23
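HP1-beta protein (50 nM final) preincubated 30 min at room temperature with biotinylated H3(1-18)K9me3 peptide (50 nM) in PBS pH 7.4, 0.01% Tween-20, then compound added for 30 min. AlphaScreen streptavidin donor/nickel chelate acceptor beads (10 ug/mL final), 30 min dark, luminescence read.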
USP1-UAF1 inh: USP1/UAF1 (human) deubiquitinase inhibition; recombinant USP1/UAF1, Ub-Rhodamine cleavage fluorescence; Potency, µM (titrated, usually from 57.1 µM), inactives show at the highest dose activity change, negative = inhibition, usual class: inhibitors; hit rate 0.23% among 390,000; further: potency means the concentration at half of the fitted maximal effect; on the % scale 0 is the no-effect control and ±100 the full control effect; nearly all actives have a fitted effect of over 60% in size; inactives centre near -12
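1 nM enzyme complex + cpd, 15 min RT; start with Ub-Rho 150nM final; kinetic fluorescence ex 480/em 540, 6 reads q60 s. Buffer 50mM HEPES pH 7.8, 0.5mM EDTA, 0.1 mg/ml BSA, 1mM TCEP, 0.01% Tween-20.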
GLS inhibitor: glutaminase GLS (human) inhibition; Potency, µM (top dose mostly 45.5 µM), without a hit: top-dose activity change, negative = inhibition, usual class: inhibitors; hit rate 0.21% among 410,000; GLS enzymatic activity, qHTS titration; O94925; further: potency means the concentration at half of the fitted maximal effect; on the % scale 0 is the no-effect control and ±100 the full control effect
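hKGA; 45 mM KH2PO4 pH 8.2 + 0.02% Tween-20; cpd via pin tool; 1 mM Gln soln; GluOx/HRP/Amplex Red; RT 30 min; fluor. t0 & final.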
IDH1 R132H inh: blocks human mutant IDH1 R132H enzyme | IDH1-R132H enzyme, NADPH consumption, diaphorase/resazurin fluorescence | hit rate 0.093% among 390,000 | Potency, µM (top dose mostly 76.6 µM), without a hit: at the highest dose activity change, negative = inhibition, actives largely listed as inhibitors | AID 602179; further: potency means the concentration at half of the fitted maximal effect; on the % scale 0 is the no-effect control and ±100 the full control effect; nearly all actives have a fitted effect of over 65% in size
Target sequence (O75874 whole entry R132H, stated change not applied): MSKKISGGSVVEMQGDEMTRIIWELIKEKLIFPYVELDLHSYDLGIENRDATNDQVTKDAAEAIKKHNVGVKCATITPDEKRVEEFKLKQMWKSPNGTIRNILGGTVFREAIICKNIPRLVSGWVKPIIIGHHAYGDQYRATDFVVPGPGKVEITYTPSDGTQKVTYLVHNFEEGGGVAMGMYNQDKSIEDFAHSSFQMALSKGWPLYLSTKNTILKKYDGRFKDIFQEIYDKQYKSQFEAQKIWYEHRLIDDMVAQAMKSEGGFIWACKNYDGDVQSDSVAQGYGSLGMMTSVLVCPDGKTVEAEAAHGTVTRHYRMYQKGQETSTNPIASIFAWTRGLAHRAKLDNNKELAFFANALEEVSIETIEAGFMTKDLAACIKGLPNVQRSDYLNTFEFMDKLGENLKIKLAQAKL
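IDH1-R132H (0.5 ug/mL dispensed) in pH 7.5 Tris buffer was preincubated 30 min with compound, then given a substrate mix of 0.016 mM NADPH and 2 mM alpha-KG for 80 min at room temperature; remaining NADPH was read by diaphorase/resazurin fluorescence.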
Pin1 inhibitor: inhibitors of human Pin1; Q13526; AID 504891; Pin1 FP peptide displacement, HiFluor488, 10 min; hit rate 0.009% among 390,000; Potency, µM (series often up to 115 µM), for the others: at the highest dose activity, negative = inhibition, hits mostly inhibitors; active means well fitted inhibition curve with a large enough effect in the polarisation, with a control signal flat, not every such curve was filed as active; inconclusive means small, poorly fitted or top-dose-only effect, or effect the other way, or a change in a side signal; inactive means no such curve, though single readings can be large or run the other way; the % refers to the polarisation; further: potency means the concentration at half of the fitted maximal effect; on the % scale 0 is the no-effect control and ±100 the full control effect
Target sequence (Q13526 whole entry, looked up): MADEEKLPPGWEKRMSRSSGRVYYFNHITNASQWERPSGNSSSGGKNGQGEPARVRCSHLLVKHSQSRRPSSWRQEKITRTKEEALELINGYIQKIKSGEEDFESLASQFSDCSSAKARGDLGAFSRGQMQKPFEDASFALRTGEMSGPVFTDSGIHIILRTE
TrxR1 inh: inhibitors of rat thioredoxin reductase 1. hit rate 1% among 390,000. Potency, µM (doses to about 114 µM), without a hit: at the top dose activity change, negative = inhibition, actives largely listed as inhibitors. recombinant rTrxR1, NADPH fluorescence consumption, selenite substrate; further: potency means the concentration at half of the fitted maximal effect; on the % scale 0 is the no-effect control and ±100 the full control effect; nearly all actives have a fitted effect of over 65% in size
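Rat TrxR1 (90 nM in the dispensed reagent) was pre-reduced with 400 uM NADPH for 5 min at room temperature, then incubated with compound for 15 min. After 400 uM selenite was added, NADPH fluorescence (Ex 340/Em 450 nm) was followed for 8 min.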
The depositor's hits bear a star; i = inactive; u = inconclusive; x = no result given; [ ] = another dose, or the depositor's remark. Unless noted, the call rests on the fitted dose curve; in most records, active means well fitted curve in the direction sought with a large enough effect; inconclusive means small, poorly fitted or top-dose-only effect, or another doubt; inactive means no such curve, though single readings can be large; an effect the other way counts as inactive or inconclusive. A portion of the library; count on the stated rates, not on these rows.

item	structure	TrxR1 inh	USP1-UAF1 inh	Pin1 inhibitor	IDH1 R132H inh	PI4K2A inh	HP1b chromo inh	GLS inhibitor	Tb PGK inh	TrxR1 substrate
1	O=C(CCn1cccn1)Nc1ccc2c(c1)OCCO2	16.0%	-10.5%	-5.8%	-2.2%	-1.1	27.1%	1.4%	-8.4%	-1.1%
2	Cc1ccccc1NC(=O)/C(=C/c1cccs1)NC(=O)c1ccco1	-0.9%	-14.7%	24.6%	1.4%	-4.4	23.7%	3.5%	-1.1%	-11.5%
3	CCOc1ccc(N2CC(NC(=O)Cc3ccccc3)CC2=O)cc1 (centres undefined)	-2.8%[57.1 µM]	-14.9%	-0.4%	0.0%	-1.4	47.8%[activator]	5.2%	i	2.0%[57.1 µM]
4	CC(=O)N1CCN(C(=O)c2cccc(S(=O)(=O)N3CCN(c4ccccc4)CC3)c2)CC1	15.7%	-17.5%	4.3%	-3.8%	5.3	20.7%	-0.6%	-2.7%	3.6%
5	CCN(C(=O)COC(=O)c1ccc([N+](=O)[O-])o1)c1cccc2ccccc12	u	-12.9%	2.8%	14.2%	-3.1	-13.7%	-2.1%	-6.9%	-10.3%
6	O=C(c1ccc([N+](=O)[O-])cc1)N1CCCC1	6.8%	-14.1%	-6.2%	13.3%	4.7	25.2%	-7.6%	-10.9%	-6.2%
7	CCN(CC)C(=O)c1sc(NC(=O)C(C)Sc2nc(-c3ccccc3)cc(C(F)(F)F)n2)c(C(=O)OC)c1C (centres undefined)	10.1%	3.0%	12.5%	-3.3%	3.3	-23.5%	-3.1%	2.0%	-1.8%
8	CCn1c(P(C)(=O)O)nc2cc(NC(=O)c3ccccc3Cl)ccc21	14.3%[57.1 µM]	-1.2%	-2.3%	7.9%	-5.2	15.2%	13.2%	-1.0%	6.3%[57.1 µM]
9	COc1ccccc1N1CCN(C(=O)c2cc3c(=O)n(Cc4cccnc4)ccc3nc2C)CC1	25.5%[57.1 µM]	-19.0%	-3.8%	-19.0%	2.9	-8.3%	5.1%	i	3.3%[57.1 µM]
10	COc1ccc(-c2nc3c(s2)CN(S(C)(=O)=O)CC3)cc1OC	25.6%[57.1 µM]	-15.3%	2.9%	3.9%	3.3	18.3%	-15.9%	-2.7%	69.3%[activator][57.1 µM]
11	O=C(c1ccc2snnc2c1)N1CCSCC1	-0.7%	-11.0%	0.5%	8.7%	2.4	28.2%	-6.1%	-6.8%	-1.1%
12	COc1ccc(/C=C(\NC(=O)c2ccccc2)C(=O)OC[C@@H]2CCC[N+]3(C)CCCCC23)cc1OC (some centres undefined)	7.9%	-17.7%	2.7%	11.0%	6.1	u	0.8%	-8.8%	-3.0%
13	O=C(Nc1ccc2oc(=O)ccc2c1)c1ccc2ccccc2c1	5.6%	-16.1%	3.7%	7.4%	-0.6	21.7%	0.0%	i	5.9%
14	COc1ccc(C(C)(C)C)cc1S(=O)(=O)N1CCN(C)CC1	15.1%[57.1 µM]	-3.5%	0.7%	3.4%	1.7	17.5%	7.7%	-2.0%	8.1%[57.1 µM]
15	NS(=O)(=O)c1ccc(CCNC(=O)CN2CCN(S(=O)(=O)c3ccccc3F)CC2)cc1	33.3%[activator]	-2.5%	-11.3%	13.9%	-6.8	-0.7%	-15.8%	-0.2%	6.5%
16	C=CC(C)Sc1nc2c(c(=O)n(C)c(=O)n2C)n1Cc1ccccc1Cl (centres undefined)	17.8%[57.1 µM]	-10.5%	1.6%	12.4%	-1.1	49.9%[activator]	-0.9%	-11.1%	5.6%[57.1 µM]
17	CCOC(=O)N1CCN(C(=O)CN(c2cccc(C)c2)S(=O)(=O)c2ccc(C)cc2)CC1	15.1%	2.3%	1.4%	6.9%	4.8	15.7%	0.0%	x	2.6%
18	CC(=O)c1ccc(-c2ccccc2OC(F)(F)F)o1	-3.4%	-20.8%	0.7%	-0.4%	-0.7	55.9%[activator]	-2.9%	-8.9%	-7.2%
19	CCc1nccn1CCC(=O)N1CCCC(N2CCN(c3ccccc3C)CC2)C1 (centres undefined)	-4.7%	1.4%	-8.2%	1.4%	-2.2	5.9%	14.2%	-0.9%	-0.3%
20	CCc1cccc(C)c1NC(=O)CN1CCCN(Cc2ccccc2Cl)S1(=O)=O	6.9%	-32.4%	-3.1%	-13.7%	-0.5	36.4%	0.0%	4.8%	-4.7%
21	CC(C)Cc1nnc(NC(=O)c2ccncc2)s1	-8.3%	-4.6%	1.0%	-0.9%	-9.7	-0.8%	-2.0%	2.0%	-5.0%
22	CC1(C)CC(=O)C=C(c2ccccc2-c2ccc3cc[nH]c3c2)C1=O	x	-19.5%	x	-8.0%	-0.3	x	1.0%	7.2%	x
23	CCCS(=O)(=O)C(=C(Nc1ccccc1)Nc1ccccc1)S(=O)(=O)CCC	11.5%	-10.2%	-6.9%	13.2%	-0.5	4.9%	-11.7%	-8.2%	6.3%
24	CCc1ccc(NC(=O)CN2C(=O)C3CCCN3c3ccc(S(=O)(=O)N(CC)CC)cc32)cc1 (centres undefined)	3.0%[57.1 µM]	-9.8%	u	44.7µM*	2.7	26.0%	1.5%	0.4%	-1.3%[57.1 µM]
25	COc1cc(/C=C2\Oc3ccc(C#Cc4ccc(O)cc4)cc3C2=O)cc(OC)c1	14.0%	-7.3%	-13.5%	-13.0%	-10.2	3.2%	5.6%	-1.9%	-5.1%
26	CCCC(=O)N(c1ccc(OCC)cc1)C1C=CS(=O)(=O)C1 (centres undefined)	16.0%	-18.8%	-1.0%	0.3%	-0.2	18.6%	9.6%	x	11.0%
27	CCOC(=O)c1cccc(NC(=O)Cc2ccc(NC(=O)N3CCCCc4ccccc43)cc2)c1	-1.1%[57.1 µM]	-24.1%	13.8%	3.0%	4.3	39.5%	6.0%	-2.9%	-3.7%[57.1 µM]
28	CCN(CC)CC(=O)NN(Cc1ccccc1)c1ccccc1	6.0%	-5.8%	7.1%	4.1%	0.5	u	-5.6%	1.9%	5.8%[57.1 µM]
29	CCOC(=O)COn1c(=O)c(-c2ccc(C)cc2)[n+]([O-])c2ccccc21	3.1%	-21.7%	-2.5%	7.4%	-1.0	61.9%[activator]	-4.2%	x	-4.1%
30	Cc1nn(C)c(C(=O)NC(=S)Nc2ccccc2Br)c1Cl	u	-19.2%	-10.7%	9.8%	-0.7	15.4%	9.2%	-6.3%	-0.3%
31	Cc1cccc2cc(CN(Cc3ccccc3)Cc3nnnn3Cc3ccccc3)c(=O)[nH]c12	-21.9%	x	27.6%	x	x	10.8%[57 µM]	x	x	22.5%
32	COc1ccc(-c2ccnc(-c3ccc(O)cc3)n2)cc1	7.4%[57.1 µM]	-11.6%	2.5%	-2.3%	12.1	24.5%	0.0%	5.6%	4.6%[57.1 µM]
33	OC(COc1ccc2c(c1)OCO2)CN1CCc2ccccc2C1 (centres undefined)	18.3%	-9.7%	-3.9%	6.5%	-1.3	-14.3%	4.8%	-6.3%	10.8%
34	CCc1cccc(C)c1NS(=O)(=O)c1ccc(-c2cc(C)no2)s1	-4.8%[57.1 µM]	4.7%	12.7%	0.0%	1.2	38.2%	4.9%	2.1%	-5.3%[57.1 µM]
35	O=c1c(N2CCN(c3cccc(C(F)(F)F)c3)CC2)csc2ccc(Cl)cc12	11.6%[57.1 µM]	u	1.7%	-20.6%	-0.7	37.3%[57 µM]	3.8%	3.0%	3.2%[57.1 µM]
36	C=CCn1c(SCC(=O)Nc2ccccc2)nc2scc(-c3cccs3)c2c1=O	25.9%	-1.3%	0.6%	0.5%	7.6	21.2%	4.5%	-0.7%	4.2%
37	CCc1ccc(NC(=O)CSc2nnc(Cc3cccn3C)n2-c2ccc(OC)cc2)cc1	20.2%	-25.4%	u	1.0%	-3.7	-6.7%	5.8%	-8.4%	3.7%
38	Cc1cc(C)cc(NC(=O)Cn2cc(C=O)c3ccccc32)c1	-52.6%	-16.2%	1.7%	0.0%	-5.2	42.8%[activator]	7.2%	-0.2%	440.6%
39	CC1CCN(Cc2c(O)ccc3c2O/C(=C\c2ccco2)C3=O)CC1	u	31.6µM*	x	6.9%	0.5	15.2%	37.0%[activator]	-2.7%	-26.0%[57.1 µM]

Profiles, looked up by structure:
`Cc1nn(C)c(C(=O)NC(=S)Nc2ccccc2Br)c1Cl` is listed as TrxR1 inh: u; USP1-UAF1 inh: -19.2%; Pin1 inhibitor: -10.7%; IDH1 R132H inh: 9.8%; PI4K2A inh: -0.7; HP1b chromo inh: 15.4%; GLS inhibitor: 9.2%; Tb PGK inh: -6.3%; TrxR1 substrate: -0.3%
`CCc1ccc(NC(=O)CSc2nnc(Cc3cccn3C)n2-c2ccc(OC)cc2)cc1` is listed as TrxR1 inh: 20.2%; USP1-UAF1 inh: -25.4%; Pin1 inhibitor: u; IDH1 R132H inh: 1.0%; PI4K2A inh: -3.7; HP1b chromo inh: -6.7%; GLS inhibitor: 5.8%; Tb PGK inh: -8.4%; TrxR1 substrate: 3.7%

High-throughput results (PubChem)
